ROC1-CUL1 inh: inhibitors of human ROC1-CUL1 ubiquitin ligase activity. P62877+Q13616. AID 1347404. in vitro K48 di-Ub FRET, acceptor:donor ratio, 45 min. inhibition, % at 10 µM. hit rate 0.6% among 140,000; in the data active means inhibition above about 25%
Target sequence (P62877 whole entry, looked up): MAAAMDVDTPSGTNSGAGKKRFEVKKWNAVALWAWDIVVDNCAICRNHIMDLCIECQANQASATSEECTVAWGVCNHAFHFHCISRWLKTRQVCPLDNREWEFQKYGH
Target sequence (Q13616 whole entry, looked up): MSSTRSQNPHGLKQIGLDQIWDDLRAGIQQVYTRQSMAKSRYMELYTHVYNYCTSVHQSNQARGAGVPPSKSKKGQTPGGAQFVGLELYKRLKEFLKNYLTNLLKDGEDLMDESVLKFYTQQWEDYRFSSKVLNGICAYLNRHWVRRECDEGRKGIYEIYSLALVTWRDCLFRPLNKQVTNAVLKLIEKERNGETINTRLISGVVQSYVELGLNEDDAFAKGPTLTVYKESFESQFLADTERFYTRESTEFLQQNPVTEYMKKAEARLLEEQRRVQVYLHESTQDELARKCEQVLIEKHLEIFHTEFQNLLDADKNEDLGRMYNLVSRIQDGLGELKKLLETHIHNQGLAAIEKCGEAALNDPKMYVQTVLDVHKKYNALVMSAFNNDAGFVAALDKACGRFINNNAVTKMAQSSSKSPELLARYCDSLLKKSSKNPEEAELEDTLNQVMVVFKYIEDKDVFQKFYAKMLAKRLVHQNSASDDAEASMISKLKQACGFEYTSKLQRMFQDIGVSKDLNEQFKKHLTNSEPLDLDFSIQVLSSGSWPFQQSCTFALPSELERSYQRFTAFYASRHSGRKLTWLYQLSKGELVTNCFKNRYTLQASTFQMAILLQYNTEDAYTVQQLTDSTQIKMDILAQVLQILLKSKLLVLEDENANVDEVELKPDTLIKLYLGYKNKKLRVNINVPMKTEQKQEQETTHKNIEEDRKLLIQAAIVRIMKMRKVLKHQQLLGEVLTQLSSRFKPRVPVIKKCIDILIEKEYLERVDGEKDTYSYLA
* marks the source's active call; other numbers are inactive results. Some of the compounds tested; rates above refer to the full screens.

For COC(=O)c1noc(-c2ccccc2)n1 the results were ROC1-CUL1 inh -7.
For CCCc1c(-c2ccccc2)nc2sc3c(c2c1N)CCCCC3 the results were ROC1-CUL1 inh -4.
For COC(=O)C(NNc1ccc(F)cc1)(NC(=O)c1ccccc1OC)C(F)(F)F (stereo not given) the results were ROC1-CUL1 inh 4.
O=C1CC(c2ccccc2)Sc2nc(-c3ccc(F)cc3)nn21 (stereo not given) was read as ROC1-CUL1 inh 2.
For O=C1c2ccccc2C(=O)N1CCCON1C(=O)c2ccccc2C1=O the results were ROC1-CUL1 inh 1.
For Cc1ccccc1OCC(=O)Nc1ccc2nc(SCC(=O)N3CCc4ccccc43)sc2c1 the results were ROC1-CUL1 inh -3.
For CC(C)N(Cc1ccccc1)S(=O)(=O)c1ccc(-c2cc(C(F)(F)F)on2)s1 the results were ROC1-CUL1 inh 12.
Cc1ccc(Cl)cc1N1CCN(C(=O)c2cn(C3CCCCC3)c(=O)c3c2c2ccccc2n3C)CC1 was read as ROC1-CUL1 inh -2.
For CCCCCC(O)CCC(=O)N=Nc1c(O)[nH]c2ccccc12 (stereo not given) the results were ROC1-CUL1 inh 1.
For c1ccc(C2=NC(Sc3ccccn3)c3oc4ccccc4c3N2)cc1 (stereo not given) the results were ROC1-CUL1 inh 1.
CCn1ncc(Cl)c1C(=O)O was read as ROC1-CUL1 inh 7.
For O=C1C(=Nc2ccc(F)cc2)C(N2CCCCC2)C(=O)c2ccccc21 (stereo not given) the results were ROC1-CUL1 inh 50*.
Screening CCN1CCc2onc(C(c3ccccc3)c3ccccc3)c2C1 returned ROC1-CUL1 inh 7.
CCCOc1cccc(C(=O)N2CCN(c3ccccc3F)CC2)c1 was read as ROC1-CUL1 inh 6.
Screening COc1ccc(-c2n[nH]c(=S)n2-c2ccccc2)cc1 returned ROC1-CUL1 inh -3.
Screening Cc1c(Cl)cccc1NC(=S)N1CCN(c2ccccn2)CC1 returned ROC1-CUL1 inh -10.
CCCc1[nH]nc2c1C1(C(=O)Nc3ccc(Cl)cc31)C(C#N)C(=N)O2 (stereo not given) was read as ROC1-CUL1 inh 0.
Screening CCOC(=O)N1CCC(NC(=O)C2CC23CCN(C(=O)/C=C/c2ccc(F)cc2F)CC3)CC1 (stereo not given) returned ROC1-CUL1 inh 7.
`Cc1c(NC(=O)c2cccc3ccccc23)cccc1-c1nc2ccccc2s1` gave ROC1-CUL1 inh -7.
For Cc1ccc(N2CCN(C(=O)CCc3c(C)nc4c(c3C)c(=O)n(C)c(=O)n4C)CC2)c(C)c1 the results were ROC1-CUL1 inh 1.
For Cn1c(=O)c2[nH]c(N3CCN(C(=O)c4cccs4)CC3)nc2n(C)c1=O the results were ROC1-CUL1 inh -6.
Screening Clc1ccc(OCc2nn3c(-c4ccccc4)nnc3s2)cc1 returned ROC1-CUL1 inh 7.
`CC1=NC(=O)CC(c2cccc(F)c2F)C1C(=O)OC1CCCCCC1` (stereo not given) gave ROC1-CUL1 inh 1.
`CCOC(=O)c1c(NC(=O)CSc2nnc(-c3ccccc3)n2-c2ccc(OC)cc2)sc2c1CCCC2` gave ROC1-CUL1 inh -11.
For Cc1ccc(NC(=O)CSc2nc(-c3ccc(F)cc3)nc3c2Cc2c(CO)cnc(C)c2O3)cc1C the results were ROC1-CUL1 inh -5.
For C(=C\c1ccccc1)/CSc1nnc(Cc2nnc(SC/C=C/c3ccccc3)n2-c2ccccc2)n1-c1ccccc1 the results were ROC1-CUL1 inh -6.
COC(=O)C(NC(C)=O)(Nc1nc2c(s1)CCCC2)C(F)(F)F (stereo not given) was read as ROC1-CUL1 inh 4.
COc1ccc(C(=O)c2sc3nc(-c4cccs4)cc(-c4cccs4)c3c2N)cc1 was read as ROC1-CUL1 inh 10.
For COc1ccccc1C1C=C(C(=O)O)Nc2ncnn21 (stereo not given) the results were ROC1-CUL1 inh 2.
For COc1nc(C)nc2[nH]c(=O)c(C)nc12 the results were ROC1-CUL1 inh 0.
CC(C)N1C(=O)S/C(=C/c2cccn2-c2cccc(C(F)(F)F)c2)C1=O was read as ROC1-CUL1 inh 3.
`CC(=O)N[C@@H]1CCc2ccccc2[C@H]1O` gave ROC1-CUL1 inh 2.
`CCOC(=O)c1c(C)oc2ccc(N(C(=O)c3ccncc3)S(=O)(=O)c3ccc(Br)cc3)cc12` gave ROC1-CUL1 inh 4.
O=S(=O)(Nc1ccc2c(c1)OCO2)c1ccc2ccccc2c1 was read as ROC1-CUL1 inh -4.
`O=S(=O)(c1ccc(F)cc1F)N1CCCC(CO)(Cc2ccccc2)C1` (stereo not given) gave ROC1-CUL1 inh -4.
`CCCC(=O)c1ccc(Oc2nc3c(c(=O)n(C)c(=O)n3C)n2C)cc1` gave ROC1-CUL1 inh -4.
Screening CCOC(=O)C(NC(=O)c1cccnc1)(Nc1ncccn1)C(F)(F)F (stereo not given) returned ROC1-CUL1 inh 11.
Screening Cn1ncc(N2CCN(C(=O)c3ccccc3N3CCCC3)CC2)cc1=O returned ROC1-CUL1 inh 2.
C[n+]1cc(N=C([O-])C(F)(F)F)oc1-c1ccccc1 was read as ROC1-CUL1 inh -4.
Screening Cc1ccc(C)c(NC(=O)CCCC(=O)OCC(=O)c2cc(C)ccc2C)c1 returned ROC1-CUL1 inh 5.
For CC1CN(Cc2cccc3c2OCO3)Cc2cc(Cl)ccc2O1 (stereo not given) the results were ROC1-CUL1 inh 0.
`COc1ccc(CC(=O)NCCCCCCNC(=O)Cc2ccc(OC)cc2)cc1` gave ROC1-CUL1 inh 1.
CC(C)(C)NC(=O)c1ccc(OCC2CCCO2)c(Br)c1 (stereo not given) was read as ROC1-CUL1 inh 7.
`CCOc1cc(/C=C2/C(=N)N3N=C(Cc4ccccc4)SC3=NC2=O)cc(Cl)c1OCCOc1ccccc1OC` gave ROC1-CUL1 inh 3.
COc1ccc(NC(=O)c2sc3nc4c(cc3c2N)CN(Cc2ccccc2)CC4)cc1OC was read as ROC1-CUL1 inh -10.
`COc1ccc(Oc2ccc(N/N=C3\CCCCC3=O)cc2)cc1` gave ROC1-CUL1 inh 11.
For Cc1cc(=O)oc2c(CN(C)C)c(O)ccc12 the results were ROC1-CUL1 inh 12.
`Cc1ccc(-c2nnc3ccccc3c2C(=O)Nc2ccccc2F)cc1` gave ROC1-CUL1 inh 7.
For Cc1ccccc1C(O)c1ccncc1 (stereo not given) the results were ROC1-CUL1 inh 6.
Cc1ccc(CS(=O)(=O)c2ncc(Cl)c(C(=O)Nc3nc4ccc(C)cc4s3)n2)cc1 was read as ROC1-CUL1 inh -6.
For Brc1cccc(-c2nn(-c3ccccc3)c3c2cnc2cc4c(cc23)OCO4)c1 the results were ROC1-CUL1 inh 3.
For Cc1cccc(C(=O)O/N=C(/c2ccccc2)c2ccncc2)c1 the results were ROC1-CUL1 inh -2.
For C=CCc1c(C)nc2cc(-c3cccc(C)c3)[nH]n2c1=O the results were ROC1-CUL1 inh -2.
For CCOc1cc(CNCC2CCCO2)cc(Br)c1OCC(N)=O (stereo not given) the results were ROC1-CUL1 inh 6.
Screening COc1cccc(-n2cc(C(=O)OCc3ccc(F)c(F)c3)c3ccccc3c2=O)c1 returned ROC1-CUL1 inh 5.
For COc1cc(/C=C2\SC(=O)N(CC(=O)N3CCOCC3)C2=O)ccc1OCc1ccccc1C#N the results were ROC1-CUL1 inh -7.
Cc1cnc(SCCN2CCOCC2)nc1C1CCCN(C(=O)c2ccc(OC(C)C)cc2)C1 (stereo not given) was read as ROC1-CUL1 inh -6.
Screening O=C(Nc1ccc(F)c([N+](=O)[O-])c1)c1cccnc1 returned ROC1-CUL1 inh -7.
Screening CN(CC1CCCN(CCc2ccccc2F)C1)C(=O)CN1CCCCC1=O (stereo not given) returned ROC1-CUL1 inh 3.
Screening Cc1ccc(-c2nnc(Nc3ccc(OCC(N)=O)cc3)c3ccccc23)cc1S(=O)(=O)N(C)C returned ROC1-CUL1 inh -2.
For CCCCNC(=O)NS(=O)(=O)c1cnccc1Sc1c(Cl)cccc1Cl the results were ROC1-CUL1 inh -4.
CC1CN(Cc2ccc3c(c2)OCO3)Cc2cc(Cl)ccc2O1 (stereo not given) was read as ROC1-CUL1 inh 2.
Screening COc1cc(Cl)cc(/C=C2\C(=O)Nc3ccc(Br)cc32)c1OC returned ROC1-CUL1 inh 3.
Brc1ccc2c(c1)Cc1ccccc1CS2 was read as ROC1-CUL1 inh 0.
Screening CC(C)Oc1ccc(CCNC(=O)C2CCC(=O)N(CCc3ccccn3)C2)cc1 (stereo not given) returned ROC1-CUL1 inh 3.
For Nc1c(-c2nc(-c3cccs3)no2)nnn1-c1cccc(F)c1 the results were ROC1-CUL1 inh 2.
For CCC(=O)Nc1cc(S(=O)(=O)NC(C)(C)C)ccc1OC the results were ROC1-CUL1 inh 0.
`COc1ccc(CCN2CC(C(=O)NCCCc3cccnc3)CCC2=O)cc1` (stereo not given) gave ROC1-CUL1 inh 11.
`COc1ccc(C(C(=O)NCc2ccccc2)N(C(=O)Cn2nnc3ccccc32)c2ccc(F)cc2)cc1` (stereo not given) gave ROC1-CUL1 inh -5.
For CCCCCn1c(=N)n(CC(O)COc2cccc(C)c2)c2ccccc21 (stereo not given) the results were ROC1-CUL1 inh 0.
`O=C(c1ccc2c(c1)N(Cc1ccc(Cl)cc1)C(=O)c1ccccc1S2(=O)=O)N1CCN(Cc2ccccc2)CC1` gave ROC1-CUL1 inh -10.
CC(C)Oc1ccc(CNC(=O)CN2C(=O)CCc3cc(S(=O)(=O)N4CCCCC4)ccc32)cc1 was read as ROC1-CUL1 inh 2.
`O=C(Nc1nnc(Cc2ccc(Cl)cc2Cl)s1)c1ccc([N+](=O)[O-])cc1` gave ROC1-CUL1 inh -8.
`Cc1ccc(S(=O)(=O)N2CCN(C(=O)CC(C)(C)C)CC2)cc1C` gave ROC1-CUL1 inh 3.
Screening O=C(c1cccn2c(=O)c3sccc3nc12)N1CCN(c2ccc(F)cc2)CC1 returned ROC1-CUL1 inh 13.
Cc1ccc(S(=O)(=O)CC2CSC3=NC(=N)CC(=O)N32)cc1 (stereo not given) was read as ROC1-CUL1 inh 1.
Screening COc1cccc(C2c3c(n[nH]c3-c3ccccc3)OC(=N)C2C#N)c1 (stereo not given) returned ROC1-CUL1 inh 2.
Screening CC(C)Cc1ccc(S(=O)(=O)N2CCN(C(=O)C(C)C)CC2)cc1 returned ROC1-CUL1 inh -1.
`CC(C)Cc1ccc(S(=O)(=O)N2CCN(C(=O)C3CC3)CC2)cc1` gave ROC1-CUL1 inh -1.
COc1ccc2n[n+]([O-])c3ccc(OC)cc3c2c1 was read as ROC1-CUL1 inh 5.
Screening Cc1ccn2c(Nc3ccc(C(C)C)cc3)c(-c3cccnc3)nc2c1 returned ROC1-CUL1 inh -16.
`CCc1cc2c(cc3c(=O)n(CCCC(=O)NCc4cccc(Cl)c4)ncn32)s1` gave ROC1-CUL1 inh 2.
For O=C(O)c1ccc(OC(=O)C2CC2)cc1 the results were ROC1-CUL1 inh 6.
Cc1cccc(-c2noc(CNC(=O)c3ccccc3Br)n2)c1 was read as ROC1-CUL1 inh -2.
For Cc1cc(CNC(=O)c2ccccc2OC2CCN(S(C)(=O)=O)CC2)on1 the results were ROC1-CUL1 inh -1.
Screening CN(Cc1cccs1)C(=O)c1cc(COc2cccc(F)c2)[nH]n1 returned ROC1-CUL1 inh -1.
`CCOC(=O)c1nc2ccccc2c(=O)[nH]1` gave ROC1-CUL1 inh 4.
O=C(/C=C/[C@@H]1[C@H]2CC(=O)O[C@H]2C[C@H]1OC(=O)c1ccc(-c2ccccc2)cc1)COc1cccc(C(F)(F)F)c1 was read as ROC1-CUL1 inh 7.
Screening CCC(Sc1nc2ncccc2[nH]1)C(=O)Nc1ccccc1F (stereo not given) returned ROC1-CUL1 inh 1.
`COc1ccc(CCNC(=O)Cc2ccc(OCc3ccccc3)c(OC)c2[N+](=O)[O-])cc1OCc1ccccc1` gave ROC1-CUL1 inh -4.
For C/C(=N\OCC(=O)Nc1ccccc1C(=O)NCc1ccccc1)c1cccs1 the results were ROC1-CUL1 inh -4.
`O=C(CCCc1ccccc1)NC1CC(=O)N(c2ccc(F)cc2)C1` (stereo not given) gave ROC1-CUL1 inh 0.
`Cc1ccc(N2CCN(C(=O)c3cc(S(=O)(=O)N4CCCCC4)c[nH]3)CC2)c(C)c1` gave ROC1-CUL1 inh -7.
For O=C(CSCc1ccc(F)cc1)N1CCc2c([nH]c3ccccc23)C1c1ccccc1 (stereo not given) the results were ROC1-CUL1 inh 2.
CCC(C)Oc1ccc(/C=C2/SC(=O)N(CC(=O)OC)C2=O)cc1Cl (stereo not given) was read as ROC1-CUL1 inh 5.
CCC1CCc2nc3sc(C(=O)Nc4nnc(SCC(C)C)s4)c(N)c3cc2C1 (stereo not given) was read as ROC1-CUL1 inh -8.

Screens as filed in PubChem.
